Screens (PubChem)
KKLEB cytotox = cytotoxicity in KKLEB CF airway cells, primary screen, cytotoxicity control for CF NF-kB inhibitor project, cell-based, uHTS, fluorescence assay plates; KKLEB CF airway cells viability, ATPlite luminescence, overnight; stronger effect = lower value; cells stimulated with P. aeruginosa culture filtrate; activity change (cytotoxicity), % at 5 µM; hit rate 0.36% among 360,000; AID 602141, 2011;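 active = corrected activity change at or below -50% at 5 µM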
CF NFkB inh = inhibitors of PAF-induced NF-kB signaling, primary screen, cell-based, GFP fluorescence, uHTS; KKLEB NF-kB-GFP reporter, GFP fluorescence overnight; AID 588850, 2011; inhibition, % at 5 µM; hit rate 0.86% among 360,000;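 active = at least 50% inhibition at 5 µM, scaled per plate between neutral and stimulator controls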;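 note: PAF is a Pseudomonas aeruginosa culture filtrate used as stimulus; plate controls were PAF-stimulated DMSO wells for no effect and unstimulated DMSO wells for full effect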
Peg3 promoter = Peg3 promoter-driven luciferase inhibitors, primary screen, cell-based, HeLa, luciferase luminescence. HeLa PEG-Prom luciferase reporter, overnight. inhibition, % at 20 µM. hit rate 1.7% among 360,000. AID 588405, 2011;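 active = inhibition of at least 50% at 20 µM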
TWEAK-Fn14 inh = inhibitors of TWEAK-Fn14 signaling, primary screen, luciferase reporter cells, uHTS; AID 1159606, 2016; TWEAK-stimulated Fn14 reporter cells, luciferase luminescence, 8 h; hit rate 2% among 360,000; inhibition, % at 10 µM; in the data active = inhibition above about 50%
TROY signal inh = inhibitors of TROY-driven NF-kB signaling, primary screen, Q293 LMP1-TROYcd cells, NF-kB luciferase, uHTS. inhibition, % at 10 µM. Q293 LMP1-TROYcd NF-kB luciferase reporter, 4 h. hit rate 0.98% among 360,000;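 active = compounds whose plate-normalised and pattern-corrected inhibition of the luciferase reporter signal at the single screening dose is 50% or more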
NR2E3 ag-1 = NR2E3 agonists in two-hybrid cells, primary screen, cell-based, luminescence, CHO-S, Gal4-NCOR/VP16-NR2E3. luciferase. inhibition of corepressor binding, % at 3.98 µM. hit rate 0.35% among 360,000. AID 602229, 2012;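 active = inhibition above the mean of all tested compounds plus 3 SD, cut at about 70% in these data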;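 note: 0% = DMSO with NR2E3 transfected cells and 100% = cells lacking NR2E3 construct; higher means lower luciferase signal from less NR2E3 corepressor binding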
Target sequence (Q9Y5X4 whole entry, looked up, the tested form may be a part): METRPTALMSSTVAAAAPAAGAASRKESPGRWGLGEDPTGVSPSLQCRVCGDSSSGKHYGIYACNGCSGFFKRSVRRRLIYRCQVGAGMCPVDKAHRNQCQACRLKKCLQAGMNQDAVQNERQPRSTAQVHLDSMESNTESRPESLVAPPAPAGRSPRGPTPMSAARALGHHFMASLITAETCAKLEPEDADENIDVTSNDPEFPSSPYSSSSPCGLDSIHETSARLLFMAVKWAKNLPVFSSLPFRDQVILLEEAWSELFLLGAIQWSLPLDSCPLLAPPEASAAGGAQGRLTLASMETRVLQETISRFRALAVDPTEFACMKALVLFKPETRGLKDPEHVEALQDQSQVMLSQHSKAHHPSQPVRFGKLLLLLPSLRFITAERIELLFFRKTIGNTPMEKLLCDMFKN
Shn3 inh set2 = reduction of Shn3 3'UTR firefly luciferase signal, primary screen, Schnurri-3 inhibitor project, cell-based, Clone20 osteoblasts, set 2 | Clone20 osteoblast Shn3 3'UTR firefly luciferase, 24 h | inhibition, % at 12.5 µM | hit rate 0.52% among 360,000 | AID 588674, 2011;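 active = mean inhibition of at least 75% with every replicate also reaching 75%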;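 note: 0% = median of neutral control wells and 100% = pilot-screen positive control compound; some compounds past the cut are filed as inactive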
TRPM1 prom inh = inhibitors of MITF-dependent TRPM1 promoter reporter, primary screen, cell-based, SK-MEL-5, single point, luciferase. SK-MEL-5 TRPM1 promoter luciferase, 24 h. inhibition, % at 12.5 µM. hit rate 0.83% among 330,000;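 active = mean inhibition across replicates of 60% or more, whatever share of single replicates reaches that level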; note: values of inactives mirror those of a sister screen read the other way
HIF-2a inh = HIF-2a reporter inhibitors, primary screen, luminescence, 786-0 RCC cells. 786-0 RCC cells HIF-2a reporter, luciferase luminescence, overnight. inhibition, % at 18.8 µM. hit rate 0.72% among 360,000. AID 624352, 2012;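 active = inhibition of the luminescence signal of 40% or more relative to plate controls, in a single-dose primary screen at 18.75 µM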
C8 TRAIL sens = viability loss with TRAIL in NB7+C8 cells, primary screen, TRAIL sensitizer project, cell-based, ATPlite luminescence. inhibition (viability loss, TRAIL sensitization), % at 10 µM. hit rate 1% among 360,000. AID 624354, 2012;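 active = compounds causing at least 50% loss of cell viability in the single-dose screen, relative to plate controls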
NR2E3 ag-2 = inhibitors of NR2E3-RetCOR corepressor binding, primary screen, NR2E3 agonist project, biochemical, TR-FRET, GST-NR2E3, biotin-RetCOR; AID 2300, 2010; inhibition of corepressor binding, % at 4.78 µM; hit rate 0.12% among 320,000; 1536-well;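 active = percent inhibition above the cutoff of mean plus 3 SD of all tested compounds, set per screening campaign, cut at about 20% in these data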;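 note: 0% = DMSO wells and 100% = biotin wells as full block of FRET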
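System: GST-tagged NR2E3 plus biotinylated RetCOR corepressor; Amount: 1.35 nM GST-tagged NR2E3 final; Dosing: single nominal compound dose of 4.8 µM; Schedule: 5 h incubation at 4 °C; Technique: TR-FRET with europium anti-GST and streptavidin-D2, 340 nm excitation; Controls: biotin wells as high control, 0.6% DMSO wells as low control.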
The depositor's hits bear a star; x = not tested or not shown. An excerpt (hit frequency here may not be typical).

SMILES	KKLEB cytotox	CF NFkB inh	Peg3 promoter	TWEAK-Fn14 inh	TROY signal inh	NR2E3 ag-1	Shn3 inh set2	TRPM1 prom inh	HIF-2a inh	C8 TRAIL sens	NR2E3 ag-2
Nc1ccc(C(=O)N2CCN(S(=O)(=O)c3ccc(Cl)cc3)CC2)cc1[N+](=O)[O-]	-6	19	-6	-6	4	-10	10	-5	6	-3	1
CC1CCCCN1C(=O)CSc1nc2ccsc2c(=O)n1Cc1ccccn1 (stereo not drawn)	-9	-21	-102	-23	-5	-45	-26	-16	-140	-16	-3
Nc1nn(-c2ccccc2)c(N)c1N=Nc1ccccc1F	-8	-5	-217	37	-18	-210	-81	9	-198	21	1
O=C(Nc1ccc(Br)c2cccnc12)c1ccc(Cn2cc([N+](=O)[O-])cn2)o1	-19	14	-40	-24	-32	-52	-9	-11	-59	0	5
CC(=O)C1=C(O)C(=O)N(Cc2cccnc2)C1c1ccc(O)cc1 (stereo not drawn)	3	-8	6	1	3	-1	15	6	13	-6	0
COc1ccc(/C=N/Nc2nnc(Cc3ccccc3)c(=O)[nH]2)cc1	-1	3	-1	-2	0	-5	x	-11	4	7	2
Cc1cc(NC(=O)CSc2nc(N)c(NC(=O)c3ccccc3F)c(=O)[nH]2)no1	12	-13	7	4	9	-24	8	-8	10	-1	-2
Cc1ccc(C)c(N2CCN(C(=O)c3ccc(CSc4nc5ccncc5[nH]4)cc3)CC2)c1	-12	16	11	33	31	21	61	3	-10	10	2
C/C(Nc1ccc(C)cc1)=C(/C#N)C(N)=O	-5	7	-29	-1	-5	-14	19	-24	-79	-4	-1
CCCCc1c(O)nc(SC2CC(=O)N(c3ccc(C(=O)OCC)cc3)C2=O)[nH]c1=O (stereo not drawn)	0	0	4	-14	0	-49	1	-12	17	-21	1
COc1ccc(/C=C/C=C2\N=C(SC)SC2=O)cc1	5	19	0	-1	-23	-9	19	4	-21	9	1
COc1cccc(OCC(=O)NNC(=O)CCc2ccccc2)c1	0	-5	-6	0	-3	15	9	0	23	-5	4
COc1ccc(C(C)(C)NC(=O)C2CCC(=O)N(C3CC3)C2)cc1OC (stereo not drawn)	16	5	-17	-14	16	-17	9	-9	0	2	0
O=S(=O)(NCc1ccc2c(c1)OCO2)c1ccc(F)cc1	2	-15	-5	-10	2	-10	-38	8	10	3	-2
COc1ccc(OC)c(NC(=O)c2cccc3c2C(=O)N(C2CCCCC2)C3)c1	-8	-4	29	3	18	-1	-7	-15	10	-9	-2
COC(=O)c1cccc(N2C(=O)C3C4C=CC(CC4)C3C2=O)c1 (stereo not drawn)	0	8	-3	-8	18	-26	-4	13	10	4	0
O=C(C[C@H]1C(=O)N(c2ccc(Br)cc2)C[C@@H]1Cc1ccccc1)Nc1ccccc1	-2	-17	6	5	4	-8	11	x	0	8	x
O=C(CSC1=NCCS1)N1N=C(c2cccs2)CC1c1ccc(F)cc1 (stereo not drawn)	16	15	18	23	-6	-1	0	x	8	4	x
Cc1cccc(CN2C(=O)c3ccccc3Sc3ccc(C(=O)NCCN4CCOCC4)cc32)c1	-4	10	3	8	14	-19	-5	-2	16	3	-4
O=C(CCCn1c(=S)[nH]c2ccccc2c1=O)NC1CCCCC1	2	4	1	6	-12	7	-18	-11	9	4	-3
CC(=O)Nc1ccc(NC(=O)C(C)OC(=O)CCSc2ccccc2Cl)cc1 (stereo not drawn)	-8	13	-10	-34	-1	-21	4	-10	7	6	x
NC1=NC(=O)CC(C(=O)NCCc2ccccc2)S1 (stereo not drawn)	10	-15	-36	-4	10	-15	12	2	-49	0	3
Cc1ccc(OCCN2CCCC2)cc1	5	-2	9	9	-9	-4	2	-3	12	13	8
COC(=O)CC1C(=O)NCCN1C(=O)NC1CCCCC1 (stereo not drawn)	3	-1	-72	-2	-8	-10	2	5	8	-6	-3
Nc1nc(N)c(N=O)c(Nc2cccc(Cl)c2)n1	x	x	x	25	16	43	x	x	-9	11	x
Carrying on.
SMILES	KKLEB cytotox	CF NFkB inh	Peg3 promoter	TWEAK-Fn14 inh	TROY signal inh	NR2E3 ag-1	Shn3 inh set2	TRPM1 prom inh	HIF-2a inh	C8 TRAIL sens	NR2E3 ag-2
CC(=O)c1cccc(NC(=O)CN2C(=O)NC(C)(C)C2=O)c1	19	-15	-3	4	9	-4	-8	-5	2	-9	x
CCc1ccc(C(O)c2ncc(-c3ccccc3Cl)[nH]2)cc1 (stereo not drawn)	-7	-36	-59	0	-42	-11	-13	x	-100	-4	x
COc1cccc(C(=O)Nc2c3c(nn2-c2ccccc2C)CS(=O)C3)c1OC (stereo not drawn)	6	-8	21	0	-3	-2	19	-3	18	2	1
CC(C)(C)OC(=O)N1Cc2ccccc2C[C@H]1C(=O)O	-2	0	6	-2	3	2	-7	3	4	-2	-2
O=C1C2C3C=CC(CC3)C2C(=O)N1c1ccccc1F (stereo not drawn)	7	3	10	-1	-3	14	-16	0	6	-26	-1
C[C@H](CO)N1C[C@H](C)[C@@H](CN(C)Cc2ccncc2)OCCCC[C@H](C)Oc2ccc(NC(=O)CCCN(C)C)cc2C1=O	10	-38	-3	17	1	3	-27	x	2	-19	x
CCC(C)c1ccc(NC(=S)Nc2ccc(OC)cc2)cc1 (stereo not drawn)	0	-6	-51	6	-40	-20	12	-7	-45	6	-1
O=C(NCCCN1CCOCC1)c1cccc(S(=O)(=O)N2CCN(c3ccccc3)CC2)c1	-16	3	7	2	-13	14	-3	10	7	-1	1
Cc1nc(NC(=O)c2ccc(Br)o2)ccc1Br	4	-6	-201	-8	-49	-20	-90	-22	-189	14	x
NS(=O)(=O)c1cccc(NC(=O)c2ccc(S(=O)(=O)N3CCCCCC3)cc2)c1	4	1	13	0	0	9	-19	1	13	3	x
Cc1cc(NCCCN)nc(-c2ccccc2O)n1	-4	8	-170	-5	2	-9	-15	-35	-48	4	-1
CCOC(=O)c1c(NC(=O)CSc2nnc(C)s2)sc2c1CCCCC2	-12	2	14	10	23	-10	18	4	19	4	4
COc1ccc(NC(=O)C2CCCN(c3ncccn3)C2)cc1 (stereo not drawn)	5	-4	-198	-17	-24	-38	-50	-57	-190	6	-2
O=C(NC(=S)Nc1ccc2oc(-c3cccnc3)nc2c1)c1cccc(Cl)c1	1	12	-33	-72	4	-8	4	-5	16	6	3
NC(=S)c1ccc(OCCCc2ccccc2)cc1	21	0	-275	-14	-44	-73	-82	x	-298	8	x
Cc1ccc(OCC(=O)N2CCN(c3nnc(-c4ccc(C)cc4)c4ccccc34)CC2)cc1	10	14	28	51*	59*	12	55	4	10	11	-1
O=C(CC(=O)NN=C1CCCC1)NCCc1ccccc1	0	6	5	-7	11	2	-32	19	10	21	2
O=C(CNc1cc(S(=O)(=O)N2CCOCC2)ccc1NCC1CCCO1)Nc1cccc(F)c1 (stereo not drawn)	-4	-13	-104	-33	-77	-62	-46	-13	-178	1	2
O=C(N[C@H]1C/C=C\C[C@H](CC(=O)N(CCO)Cc2ccccc2)C(=O)N[C@@H](c2ccccc2)COC1=O)OCC1c2ccccc2-c2ccccc21	-11	-20	-7	2	0	-8	38	-2	10	1	x
O=C(O)CCN1C(=O)S/C(=C\c2cccnc2)C1=O	4	-10	6	-2	79*	9	-20	12	3	16	2
Cc1nc(-c2cccs2)sc1C(=O)O	-26	1	-10	-4	-15	-23	0	0	7	9	0
O=C(NCc1ccco1)C1CCCN1C(=O)Nc1ccccc1 (stereo not drawn)	14	-8	6	10	-6	-9	7	2	11	2	-2
COc1ccccc1N1C(=O)c2ccccc2NC1C(OC)OC (stereo not drawn)	-3	11	1	19	-2	-15	2	3	5	-1	-4
CCN(CC(=O)Nc1cccc(S(=O)(=O)N(C)c2ccccc2)c1)Cc1cccs1	-12	-11	21	7	30	26	33	13	16	15	2
C[C@H]1CN([C@@H](C)CO)C(=O)Cc2cc(NC(=O)C3CC3)ccc2O[C@H]1CN(C)Cc1ccc(Oc2ccccc2)cc1	-20	-5	22	0	15	-4	8	15	1	11	x
Other entries follow:
SMILES	KKLEB cytotox	CF NFkB inh	Peg3 promoter	TWEAK-Fn14 inh	TROY signal inh	NR2E3 ag-1	Shn3 inh set2	TRPM1 prom inh	HIF-2a inh	C8 TRAIL sens	NR2E3 ag-2
COc1ccc(NC(=O)CSc2nnc(-c3ccccc3F)n2C2CC2)cc1S(N)(=O)=O	-3	6	3	-1	-1	-9	-14	-8	-6	21	1
COc1ccc2[nH]c3c(=O)n(CCCC(=O)NC4CCC(C)CC4)c(=S)[nH]c3c2c1 (stereo not drawn)	-4	-7	17	-29	1	-3	1	4	12	8	-1
COc1ccc(C(CNC(=O)Cc2ccccc2Cl)N2CCCCC2)cc1 (stereo not drawn)	-3	0	14	3	4	-22	2	-8	6	-2	3
O=C(Nc1ccccc1)Nc1nnc(Cc2ccccc2F)s1	4	16	-15	-22	-20	-34	-3	-7	-58	-15	-3
CC(C)c1ccc(NC(=O)C2CCCN(S(=O)(=O)c3cccnc3)C2)cc1 (stereo not drawn)	7	-1	-4	8	-24	5	-20	13	3	13	1
CN(C)CCCN(Cc1ccccc1)C(=S)Nc1cccc(C(F)(F)F)c1	-1	10	13	5	2	-6	8	2	10	-5	1
Cn1c(=O)c(-c2ccccc2)nn2c3ccccc3nc12	6	-32	12	3	-10	-30	0	17	-11	1	-2
O=C(Nc1nccs1)c1cnccn1	-32	18	-22	-4	0	2	-19	-3	-33	-2	1
O=C(Nc1nnc(-c2ccco2)o1)c1ccc(Cl)s1	3	1	-15	-9	-25	7	9	12	-35	-1	4
COc1ccccc1OCCSc1nc2ccccc2n1CC(N)=O	8	-2	-6	4	-22	-50	-29	0	-14	11	5
CC(=O)c1ccc(NC(=S)NC(=O)/C=C/c2ccccc2)cc1	-6	-8	-104	-15	-67	-18	-12	-60	-116	-11	2
O=S1(=O)[C@H]2C[C@H](CO)O[C@@]2(CO)CN1Cc1ccc(-c2ccc(F)cc2)cc1	8	-6	-30	-5	-27	-17	2	-13	-42	1	x
COc1ccc(-c2csc3ncnc(N4CCN(S(=O)(=O)c5cccc(C(F)(F)F)c5)CC4)c23)cc1	-3	2	-9	1	-6	-6	18	-13	-10	3	-3

With a hit mark in TWEAK-Fn14 inh, among the entries above:
canonical_smiles,CF NFkB inh,Peg3 promoter,TWEAK-Fn14 inh,NR2E3 ag-1,Shn3 inh set2,TRPM1 prom inh,HIF-2a inh,NR2E3 ag-2
Cc1ccc(OCC(=O)N2CCN(c3nnc(-c4ccc(C)cc4)c4ccccc34)CC2)cc1,14,28,51*,12,55,4,10,-1
